Vif-APOBEC3F blk: qHTS for Inhibitors of Vif-A3F Interactions: qHTS | HeLa A3F-eYFP + Vif (tagged APOBEC3F with the HIV-1 protein that degrades it), YFP fluorescence increase | 390,000 tested, 0.2% active | Potency, µM (doses to about 46.1 µM), without a hit: at the highest dose activity, negative = active; note: potency is the fitted concentration of half-maximal effect; % of control where 0% means no effect; nearly all actives have a fitted effect of over 65% in size
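HeLa cells stably expressing Vif plus C-terminally eYFP-tagged A3F were seeded, incubated overnight at 37 deg C, dosed with compound, incubated overnight again at 37 deg C. Yellow fluorescence (Ex 488/Em 500-530) reported blocked Vif-mediated A3F-eYFP degradation.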
Vif-A3G inh: qHTS for Inhibitors of Vif-A3G Interactions: qHTS. DNA dC->dU-editing enzyme APOBEC-3G (Homo sapiens), Q9HC16. HeLa A3G-eYFP + Vif (tagged APOBEC3G with the HIV-1 protein that degrades it), YFP fluorescence, overnight. Potency, µM (titrated, usually from 46.1 µM), without a hit: at the highest dose activity, negative = active, actives largely listed as inhibitors. 410,000 tested, 0.076% active. AID 602310, 2012;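 note: potency is the fitted concentration of half-maximal effect; % is set by controls: 0 for no effect and ±100 for the full control effect; nearly all actives have a fitted effect of over 60% in size; hits raise eYFP signal because A3G escapes Vif-driven loss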
Target sequence (Q9HC16 whole entry, looked up): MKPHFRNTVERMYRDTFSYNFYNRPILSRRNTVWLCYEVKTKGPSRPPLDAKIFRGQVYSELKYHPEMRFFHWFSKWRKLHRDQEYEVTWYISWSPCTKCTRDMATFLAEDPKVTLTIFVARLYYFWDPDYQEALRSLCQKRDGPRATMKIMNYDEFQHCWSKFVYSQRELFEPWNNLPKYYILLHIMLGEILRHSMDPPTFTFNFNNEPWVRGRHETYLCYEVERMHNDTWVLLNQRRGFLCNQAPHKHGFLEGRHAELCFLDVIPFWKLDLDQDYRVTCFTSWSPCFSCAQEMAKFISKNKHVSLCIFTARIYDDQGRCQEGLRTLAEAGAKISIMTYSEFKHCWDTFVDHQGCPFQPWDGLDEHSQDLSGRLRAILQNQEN
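Read-out is eYFP fluorescence (Ex 488/Em 500-530) from Vif-expressing HeLa A3G-eYFP cells; more signal means A3G escaped Vif-mediated degradation. Cells plated overnight, compound pinned in, incubated overnight at 37 deg C.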
USP1-UAF1 inh: Inhibitors of USP1/UAF1: Primary Screen. Ubiquitin carboxyl-terminal hydrolase 1 (Homo sapiens), O94782. recombinant USP1/UAF1, Ub-Rhodamine cleavage fluorescence. Potency, µM (series often up to 57.1 µM), for inactives: at the top dose activity change, negative = inhibition, most hits filed as inhibitors. 390,000 tested, 0.23% active. AID 743255, 2014; note: potency is the fitted concentration of half-maximal effect; % is set by controls: 0 for no effect and ±100 for the full control effect; nearly all actives have a fitted effect of over 60% in size; inactives centre near -12
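USP1/UAF1 complex (1 nM) preincubated 15 min at room temperature with compound, then Ub-Rho substrate (150 nM final) added. Kinetic fluorescence at 480/540 nm over 6 reads at 60 s intervals; 50 mM HEPES pH 7.8, 0.5 mM EDTA, 0.1 mg/ml BSA, 1 mM TCEP, 0.01% Tween-20.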
Glioma ERSR ind: qHTS for Inducers of the Endoplasmic Reticulum Stress Response (ERSR) in Human Glioma: qHTS; Potency, µM, for the others: at the top dose activation, most hits filed as activators; U87-MG GRP78 promoter luciferase reporter, 16 h; 420,000 tested, 0.02% active; note: potency is the fitted concentration of half-maximal effect; series mostly up to about 76 µM; % of control where 0% means no effect; nearly all actives have a fitted effect of over 35% in size
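Stably transfected U87-MG glioma cells carrying a GRP78-based luciferase sensor; 16 h compound incubation. Luminescence end-point read 10 min after Bright-Glo addition at room temperature.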
TrxR1 substrate: qHTS Assay for Substrates of Mammalian Selenoprotein Thioredoxin Reductase 1 (TrxR1): qHTS | Potency, µM (series often up to 114 µM), inactives show top-dose activity change, negative = substrate turnover | purified TrxR1 substrate turnover, NADPH consumption readout | Thioredoxin reductase 1, cytoplasmic (Rattus norvegicus), O89049 | 390,000 tested, 0.01% active | AID 588456, 2011; note: potency is the fitted concentration of half-maximal effect; % is set by controls: 0 for no effect and ±100 for the full control effect; nearly all actives have a fitted effect of over 50% in size
Target sequence (O89049 whole entry, looked up): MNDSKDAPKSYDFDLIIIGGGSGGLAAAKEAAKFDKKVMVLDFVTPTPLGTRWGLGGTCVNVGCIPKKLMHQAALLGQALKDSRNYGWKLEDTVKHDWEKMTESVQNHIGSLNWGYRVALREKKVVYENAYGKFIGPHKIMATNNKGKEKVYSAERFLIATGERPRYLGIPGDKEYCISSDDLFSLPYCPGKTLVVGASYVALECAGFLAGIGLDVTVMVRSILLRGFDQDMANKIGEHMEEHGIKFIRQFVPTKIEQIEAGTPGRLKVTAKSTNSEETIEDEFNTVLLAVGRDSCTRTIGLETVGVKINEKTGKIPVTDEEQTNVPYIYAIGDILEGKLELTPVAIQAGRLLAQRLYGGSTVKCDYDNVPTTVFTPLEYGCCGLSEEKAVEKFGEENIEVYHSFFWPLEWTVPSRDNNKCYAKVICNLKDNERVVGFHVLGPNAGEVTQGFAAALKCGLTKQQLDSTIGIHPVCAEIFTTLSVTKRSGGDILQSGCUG
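Rat TrxR1, dispensed at 90 nM, was prereduced with 400 uM NADPH (final) for 5 min at ~22 deg C, then incubated with compound 15 min before 400 uM selenite. A first-read NADPH fluorescence drop versus no-compound background flagged substrates.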
mIDH1 inhibitor: qHTS for Inhibitors of mutant isocitrate dehydrogenase 1 (IDH1): qHTS; IDH1-R132H enzyme, NADPH consumption, diaphorase/resazurin fluorescence; Isocitrate dehydrogenase [NADP] cytoplasmic (Homo sapiens), O75874; Potency, µM (titrated, usually from 76.6 µM), without a hit: at the highest dose activity change, negative = inhibition, actives largely listed as inhibitors; 390,000 tested, 0.093% active; note: potency is the fitted concentration of half-maximal effect; % is set by controls: 0 for no effect and ±100 for the full control effect; nearly all actives have a fitted effect of over 65% in size
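IDH1-R132H (0.5 ug/mL dispensed) in pH 7.5 Tris buffer was preincubated 30 min with compound, then given a substrate mix of 0.016 mM NADPH and 2 mM alpha-KG for 80 min at room temperature; remaining NADPH was read by diaphorase/resazurin fluorescence.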
RGS4 inhibitor: Inhibitors of Regulator of G Protein Signaling (RGS) 4: qHTS; Transcreener GDP fluorescence polarization, RGS4-accelerated GTP hydrolysis; Regulator of G-protein signaling 4 (Homo sapiens), P49798; AID 504845, 2011; Potency, µM (titrated, usually from 114 µM), inactives show at the top dose activity change, negative = inhibition, hits mostly inhibitors; 390,000 tested, 0.039% active; note: potency is the fitted concentration of half-maximal effect; % is set by controls: 0 for no effect and ±100 for the full control effect; nearly all actives have a fitted effect of over 75% in size; some results filed as inactive show a strong effect at the top dose
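MLSMR compounds (23 nl, pin-transferred) preincubated 10 min at room temperature with a 500nM (2x) first reagent, then RGS4 at 900nM (2x) plus Transcreener GDP mix added; fluorescence polarization (620/688 nm) read before and after 90 min at 30 °C.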
LDHA block: qHTS assay for inhibitors of human lactate dehydrogenase. purified LDHA, NADH/diaphorase-resazurin fluorescence; stronger effect = lower value. activity change, % (values are at about 110 or 230 µM). 480,000 tested, 0.15% active. AID 1347041, 2019; in the data active = activity change below about -30%; inconclusive = mostly about -25% to -30%;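 note: plate controls were DMSO wells for no effect and wells without enzyme for full effect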
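Human LDH5 (2 nM) was incubated with 0.06 mM NADH and 0.2 mM pyruvate for 5 min at room temperature in Tris pH 7.4. Remaining NADH was coupled through diaphorase/resazurin, and resorufin fluorescence was read at 0 and 20 min.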
rTrxR1 inhibitor: qHTS Assay for Inhibitors of Mammalian Selenoprotein Thioredoxin Reductase 1 (TrxR1): qHTS | Thioredoxin reductase 1, cytoplasmic (Rattus norvegicus), O89049 | recombinant rTrxR1, NADPH fluorescence consumption, selenite substrate | Potency, µM (series often up to 114 µM), for the others: at the top dose activity change, negative = inhibition, hits mostly inhibitors | 390,000 tested, 1% active | AID 588453, 2011; note: potency is the fitted concentration of half-maximal effect; % is set by controls: 0 for no effect and ±100 for the full control effect; nearly all actives have a fitted effect of over 65% in size
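Rat TrxR1 (90 nM in the dispensed reagent) was pre-reduced with 400 uM NADPH for 5 min at room temperature, then incubated with compound for 15 min. After 400 uM selenite was added, NADPH fluorescence (Ex 340/Em 450 nm) was followed for 8 min.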
The depositor's hits bear a star; & = joins results of further samples; [ ] = remark or other dose. Unless noted, calls come from the whole dose curve; as a rule, active = well fitted curve in the direction sought with a large enough effect; inconclusive = small, poorly fitted or top-dose-only effect, or another doubt; inactive = no such curve, though single readings can be large; an effect the other way counts as inactive or inconclusive.

For Cc1cc(C)cc(Oc2ccc(N)cc2)c1 the results were Vif-APOBEC3F blk -7%, Vif-A3G inh 1%, USP1-UAF1 inh -12%, Glioma ERSR ind -7%, TrxR1 substrate 8%, mIDH1 inhibitor 4%, RGS4 inhibitor -18%, LDHA block 0 and rTrxR1 inhibitor 23%.
`C=CCNC(=S)NC(=O)c1ccc(C)c(Br)c1` gave Vif-APOBEC3F blk -12%, Vif-A3G inh 1%, USP1-UAF1 inh -16%, Glioma ERSR ind 3%, TrxR1 substrate 2%, mIDH1 inhibitor 6%, RGS4 inhibitor -4%[11.4 µM], LDHA block -3 and rTrxR1 inhibitor inconclusive.
CC(=O)Nc1ccc(NC2=C/C(=N/S(=O)(=O)c3cccs3)c3ccccc3C2=O)cc1 was read as Vif-APOBEC3F blk -37%, Vif-A3G inh -11%, USP1-UAF1 inh 16µM*, Glioma ERSR ind -13%, TrxR1 substrate 1%[57.1 µM], mIDH1 inhibitor 28%, RGS4 inhibitor 8%, LDHA block 42 and rTrxR1 inhibitor 19%[57.1 µM].
`CCN(CC(=O)Nc1c(F)cccc1F)C(=O)Cc1csc(-c2ccc(OC)c(OC)c2)n1` gave Vif-APOBEC3F blk 1%, Vif-A3G inh 1%, USP1-UAF1 inh -1%, Glioma ERSR ind -4%, TrxR1 substrate 133%[activator], mIDH1 inhibitor 0%, RGS4 inhibitor -17%, LDHA block -9 and rTrxR1 inhibitor 7%.
Screening COc1cc(OC)cc(C(=O)Nc2ncn[nH]2)c1 returned Vif-APOBEC3F blk -12%, Vif-A3G inh 0%, USP1-UAF1 inh -30%, Glioma ERSR ind -4%, TrxR1 substrate 4%[57.1 µM], mIDH1 inhibitor -14%, RGS4 inhibitor -9%, LDHA block 5 and rTrxR1 inhibitor 5%[57.1 µM].
Screening O=C(CSc1nc(N2CCCCC2)nc(N2CCCCC2)n1)Nc1nccs1 returned Vif-APOBEC3F blk -13%, Vif-A3G inh -1%, USP1-UAF1 inh -9%, Glioma ERSR ind -6%, TrxR1 substrate 2%[57.1 µM], mIDH1 inhibitor -9%, RGS4 inhibitor 3%, LDHA block -5 and rTrxR1 inhibitor 9%[57.1 µM].
For CC1(C2CC2)NC(=O)N(CC(=O)Nc2ccc(C(F)(F)F)cc2)C1=O (stereo unspecified) the results were Vif-APOBEC3F blk 0%, Vif-A3G inh -20%, USP1-UAF1 inh 2%, Glioma ERSR ind -1%, TrxR1 substrate -7%, mIDH1 inhibitor 0%, RGS4 inhibitor 20%, LDHA block -2 and rTrxR1 inhibitor -3%.
For COc1cccc(NC(=O)c2ccccc2F)c1 the results were Vif-APOBEC3F blk 6%, Vif-A3G inh 3%, USP1-UAF1 inh -26%, Glioma ERSR ind -5%, TrxR1 substrate 2%, mIDH1 inhibitor 6%, RGS4 inhibitor 11%, LDHA block 0 and rTrxR1 inhibitor 1%.
Screening CCOC(=O)Cn1nc(Cc2ccccc2)c2ccccc2c1=O returned Vif-APOBEC3F blk -3%, Vif-A3G inh 0%, USP1-UAF1 inh -21%, Glioma ERSR ind -3%, TrxR1 substrate -6%, mIDH1 inhibitor 11%, RGS4 inhibitor -20%, LDHA block -9 and rTrxR1 inhibitor -5%.
`CCn1cc(C(=O)Nc2ccc(F)c(F)c2)cn1` gave Vif-APOBEC3F blk -3%, Vif-A3G inh 0%, USP1-UAF1 inh 3%, Glioma ERSR ind 4%, TrxR1 substrate -4%, mIDH1 inhibitor 2%, RGS4 inhibitor 10%, LDHA block -1 and rTrxR1 inhibitor 0%.
`Cc1cccc(-c2c3c(=O)n(C)c(=O)n(C)c3cn2CCO)c1` gave Vif-A3G inh 1%, USP1-UAF1 inh -4%, Glioma ERSR ind -4%, TrxR1 substrate 4%, mIDH1 inhibitor -5%, RGS4 inhibitor -19%, LDHA block 2 and rTrxR1 inhibitor -13%.
For CC(C)c1nnc(SCC(=O)NCCC2=CCCCC2)n1N the results were Vif-APOBEC3F blk -11%, Vif-A3G inh 0%, USP1-UAF1 inh -4%, Glioma ERSR ind -4%, TrxR1 substrate 8%, mIDH1 inhibitor 5%, RGS4 inhibitor -49%, LDHA block -3 and rTrxR1 inhibitor 51%[activator].
Screening CCn1cc(Cl)c(C(=O)N2N=C3/C(=C/c4cccs4)CCCC3C2c2cccs2)n1 (stereo unspecified) returned Vif-APOBEC3F blk 0%, Vif-A3G inh 0%, USP1-UAF1 inh inconclusive, Glioma ERSR ind -2%, TrxR1 substrate 28%, mIDH1 inhibitor 1%, RGS4 inhibitor -13%, LDHA block -6 and rTrxR1 inhibitor 9%.
For Cc1[nH]c(=O)[nH]c(=O)c1S(=O)(=O)N1CCCC(C(=O)N2CCN(c3ccccc3Cl)CC2)C1 (stereo unspecified) the results were Vif-APOBEC3F blk -5%, Vif-A3G inh -6%, USP1-UAF1 inh -8%, Glioma ERSR ind -5%, TrxR1 substrate 11%[57.1 µM], mIDH1 inhibitor -1%, RGS4 inhibitor 9%, LDHA block -7 and rTrxR1 inhibitor 15%[57.1 µM].
`Cc1nc2ncnn2c(C)c1Cc1ccccc1Cl` gave Vif-APOBEC3F blk 0%, Vif-A3G inh 0%, USP1-UAF1 inh 7%, Glioma ERSR ind -5%, TrxR1 substrate 8%, mIDH1 inhibitor 14%, RGS4 inhibitor -5%, LDHA block 1 and rTrxR1 inhibitor 25%.

Reprinted at random: 2 records from the list.
`CCN(CC(=O)Nc1c(F)cccc1F)C(=O)Cc1csc(-c2ccc(OC)c(OC)c2)n1` gave Vif-APOBEC3F blk 1%, Vif-A3G inh 1%, USP1-UAF1 inh -1%, Glioma ERSR ind -4%, TrxR1 substrate 133%[activator], mIDH1 inhibitor 0%, RGS4 inhibitor -17%, LDHA block -9 and rTrxR1 inhibitor 7%.
`CCn1cc(C(=O)Nc2ccc(F)c(F)c2)cn1` gave Vif-APOBEC3F blk -3%, Vif-A3G inh 0%, USP1-UAF1 inh 3%, Glioma ERSR ind 4%, TrxR1 substrate -4%, mIDH1 inhibitor 2%, RGS4 inhibitor 10%, LDHA block -1 and rTrxR1 inhibitor 0%.

Additional entries:
For OCC1(CCc2ccccc2)CCN(Cc2ccccc2Cl)CC1 the results were Vif-APOBEC3F blk -2%, Vif-A3G inh 0%, USP1-UAF1 inh -22%, Glioma ERSR ind -3%, TrxR1 substrate 11%[57.1 µM], mIDH1 inhibitor 0%, RGS4 inhibitor -18%, LDHA block 0 and rTrxR1 inhibitor 40%[57.1 µM].
`CCn1c(SCc2cccc(C(F)(F)F)c2)nnc1-c1ccco1` gave Vif-APOBEC3F blk -5%, Vif-A3G inh 2%, USP1-UAF1 inh -4%, Glioma ERSR ind -1%, TrxR1 substrate -7%, mIDH1 inhibitor 4%, RGS4 inhibitor 0%, LDHA block -6 and rTrxR1 inhibitor inconclusive.
For Cc1ccc(CN2CC(C(=O)N3CCN(S(=O)(=O)c4c(F)cccc4F)CC3)CC2=O)cc1 (stereo unspecified) the results were Vif-APOBEC3F blk 6%, Vif-A3G inh 1%, USP1-UAF1 inh -5%, Glioma ERSR ind -6%, TrxR1 substrate 2%, mIDH1 inhibitor 6%, RGS4 inhibitor -20%, LDHA block 7 and rTrxR1 inhibitor 9%.
For COC(=O)c1cc(-c2ccc(Br)cc2)n[nH]1 the results were Vif-A3G inh -2%, USP1-UAF1 inh -18%, Glioma ERSR ind -6%, TrxR1 substrate -3%, mIDH1 inhibitor 2%, RGS4 inhibitor 2%, LDHA block 1 and rTrxR1 inhibitor -1%.
For COc1ccc(SCCN2CC[C@@H](NC(=O)OCc3ccccc3)CCC2=O)cc1 the results were Vif-APOBEC3F blk 1%, Vif-A3G inh 0%&3%, USP1-UAF1 inh -22%, Glioma ERSR ind -4%&0%, TrxR1 substrate -1%&-2%, mIDH1 inhibitor 0%, RGS4 inhibitor 7%, LDHA block -6 and rTrxR1 inhibitor 25%&13%.

Screening data: PubChem, National Center for Advancing Translational Sciences (NCATS)

A portion of the library; the hit share may differ from the screen's.
